# Vif-APOBEC3G blk: qHTS for Inhibitors of Vif-A3G Interactions: qHTS. HeLa A3G-eYFP + Vif (tagged APOBEC3G with the HIV-1 protein that degrades it), YFP fluorescence, overnight. DNA dC->dU-editing enzyme APOBEC-3G (Homo sapiens), Q9HC16. AID 602310, 2012. 410,000 tested, 0.076% active. Potency, µM (highest dose often 46.1 µM), inactives show top-dose activity, negative = active, usual class: inhibitors;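 further: on the % scale 0 is the no-effect control and ±100 the full control effect; nearly all actives have a fitted effect of over 60% in size; hits raise eYFP signal because A3G escapes Vif-driven loss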
#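 Read-out is eYFP fluorescence (Ex 488/Em 500-530) from Vif-expressing HeLa A3G-eYFP cells; more signal means A3G escaped Vif-mediated degradation. Cells plated overnight, compound pinned in, incubated overnight at 37 deg C.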
# rTrxR1 inhibitor: qHTS Assay for Inhibitors of Mammalian Selenoprotein Thioredoxin Reductase 1 (TrxR1): qHTS; Thioredoxin reductase 1, cytoplasmic (Rattus norvegicus), O89049; recombinant rTrxR1, NADPH fluorescence consumption, selenite substrate; Potency, µM (series often up to 114 µM), without a hit: top-dose activity change, negative = inhibition, actives largely listed as inhibitors; 390,000 tested, 1% active; AID 588453, 2011; further: on the % scale 0 is the no-effect control and ±100 the full control effect; nearly all actives have a fitted effect of over 65% in size
# Target sequence (O89049 whole entry, looked up): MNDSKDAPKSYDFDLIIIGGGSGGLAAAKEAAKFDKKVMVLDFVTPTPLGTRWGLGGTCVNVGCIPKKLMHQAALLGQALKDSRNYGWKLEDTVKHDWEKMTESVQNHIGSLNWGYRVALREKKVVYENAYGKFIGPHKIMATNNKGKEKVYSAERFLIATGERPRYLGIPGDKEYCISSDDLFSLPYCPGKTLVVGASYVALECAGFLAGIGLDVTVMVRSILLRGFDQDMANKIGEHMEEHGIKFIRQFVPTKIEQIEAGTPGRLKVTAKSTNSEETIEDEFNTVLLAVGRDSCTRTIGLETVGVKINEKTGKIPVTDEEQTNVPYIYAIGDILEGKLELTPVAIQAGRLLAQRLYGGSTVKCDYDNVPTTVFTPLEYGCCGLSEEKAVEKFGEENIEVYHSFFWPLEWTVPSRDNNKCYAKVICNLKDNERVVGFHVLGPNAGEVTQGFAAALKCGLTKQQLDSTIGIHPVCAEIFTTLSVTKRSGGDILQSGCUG
#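 Rat TrxR1 (90 nM in the dispensed reagent) was pre-reduced with 400 uM NADPH for 5 min at room temperature, then incubated with compound for 15 min. After 400 uM selenite was added, NADPH fluorescence (Ex 340/Em 450 nm) was followed for 8 min.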
# RGS4 inhibitor: Inhibitors of Regulator of G Protein Signaling (RGS) 4: qHTS; Regulator of G-protein signaling 4 (Homo sapiens), P49798; Transcreener GDP fluorescence polarization, RGS4-accelerated GTP hydrolysis; 390,000 tested, 0.039% active; Potency, µM (titrated, usually from 114 µM), for the others: at the top dose activity change, negative = inhibition, actives largely listed as inhibitors; further: on the % scale 0 is the no-effect control and ±100 the full control effect; nearly all actives have a fitted effect of over 75% in size; some results filed as inactive show a strong effect at the top dose
# Target sequence (P49798 whole entry, looked up): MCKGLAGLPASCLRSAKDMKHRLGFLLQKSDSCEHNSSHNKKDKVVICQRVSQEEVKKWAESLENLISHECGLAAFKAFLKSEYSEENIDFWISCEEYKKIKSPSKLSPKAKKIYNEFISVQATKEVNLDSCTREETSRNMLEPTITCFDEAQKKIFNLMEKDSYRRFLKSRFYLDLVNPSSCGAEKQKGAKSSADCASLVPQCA
#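 MLSMR compounds (23 nl, pin-transferred) preincubated 10 min at room temperature with a 500nM (2x) first reagent, then RGS4 at 900nM (2x) plus Transcreener GDP mix added; fluorescence polarization (620/688 nm) read before and after 90 min at 30 °C.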
# mIDH1 inhibitor: qHTS for Inhibitors of mutant isocitrate dehydrogenase 1 (IDH1): qHTS; AID 602179, 2012; IDH1-R132H enzyme, NADPH consumption, diaphorase/resazurin fluorescence; Isocitrate dehydrogenase [NADP] cytoplasmic (Homo sapiens), O75874; 390,000 tested, 0.093% active; Potency, µM (doses to about 76.6 µM), for inactives: at the highest dose activity change, negative = inhibition, usual class: inhibitors; further: on the % scale 0 is the no-effect control and ±100 the full control effect; nearly all actives have a fitted effect of over 65% in size
#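 IDH1-R132H (0.5 ug/mL dispensed) in pH 7.5 Tris buffer was preincubated 30 min with compound, then given a substrate mix of 0.016 mM NADPH and 2 mM alpha-KG for 80 min at room temperature; remaining NADPH was read by diaphorase/resazurin fluorescence.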
# TrxR1 substrate: qHTS Assay for Substrates of Mammalian Selenoprotein Thioredoxin Reductase 1 (TrxR1): qHTS | purified TrxR1 substrate turnover, NADPH consumption readout | Thioredoxin reductase 1, cytoplasmic (Rattus norvegicus), O89049 | Potency, µM (highest dose often 114 µM), without a hit: top-dose activity change, negative = substrate turnover | 390,000 tested, 0.01% active; further: on the % scale 0 is the no-effect control and ±100 the full control effect; nearly all actives have a fitted effect of over 50% in size
#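 Rat TrxR1, dispensed at 90 nM, was prereduced with 400 uM NADPH (final) for 5 min at ~22 deg C, then incubated with compound 15 min before 400 uM selenite. A first-read NADPH fluorescence drop versus no-compound background flagged substrates.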
# RXFP1 ag: qHTS Assay for Agonists of the Relaxin Receptor RXFP1. Relaxin receptor 1 (Homo sapiens), Q9HBX9. HEK293T-RXFP1 cAMP TR-FRET, 30 min; response scale: percent of porcine relaxin response, buffer zero. Potency, µM (highest dose often 57.5 µM), for inactives: at the top dose activation, actives largely listed as activators. 370,000 tested, 0.3% active. AID 2676, 2010; further: on the % scale 0 is the no-effect control and ±100 the full control effect; nearly all actives have a fitted effect of over 60% in size; many of its hits are not listed in these tables
#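 HEK293T cells stably expressing RXFP1 were pretreated with the PDE4 inhibitor Ro 20174, exposed to compounds for 30 min at 37C, lysed, and cAMP was read by TR-FRET. Data normalized to buffer (basal) and 29 nM porcine relaxin (100%).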
# USP1-UAF1 inh: Inhibitors of USP1/UAF1: Primary Screen; Ubiquitin carboxyl-terminal hydrolase 1 (Homo sapiens), O94782; recombinant USP1/UAF1, Ub-Rhodamine cleavage fluorescence; Potency, µM (titrated, usually from 57.1 µM), for inactives: at the top dose activity change, negative = inhibition, actives largely listed as inhibitors; 390,000 tested, 0.23% active; further: on the % scale 0 is the no-effect control and ±100 the full control effect; nearly all actives have a fitted effect of over 60% in size; inactives centre near -12
#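 Step one: compound is pinned into 1nM USP1/UAF1 in HEPES pH 7.8 buffer with TCEP. Step two: 15 min room-temperature incubation. Step three: Ub-Rho (150nM final) starts cleavage, tracked by fluorescence over six one-minute reads.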
# ALOX12 inh: Primary qHTS assay for inhibitors of human arachidonate 12S-lipoxygenase (ALOX12): Round 2; AID 1671190, 2021; purified 12hLO, xylenol orange hydroperoxide absorbance; Potency, µM (series often up to 108 µM), inactives show at the highest dose activity change, negative = inhibition, hits mostly inhibitors; Polyunsaturated fatty acid lipoxygenase ALOX12 (Homo sapiens), P18054; 580,000 tested, 1.1% active; further: on the % scale 0 is the no-effect control and ±100 the full control effect
#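 Hydroperoxide product was detected by ferrous iron/xylenol orange as the 573 to 405 nm absorbance ratio. Arachidonic acid at 40 uM (final) was turned over for 30 min at room temperature by 150 nM human 12hLO, pH 7.0 Hepes buffer, after 15 min compound preincubation.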
# Vif-A3F inh: qHTS for Inhibitors of Vif-A3F Interactions: qHTS; HeLa A3F-eYFP + Vif (tagged APOBEC3F with the HIV-1 protein that degrades it), YFP fluorescence increase; Potency, µM (doses to about 46.1 µM), inactives show at the highest dose activity, negative = active; 390,000 tested, 0.2% active; further: % of control where 0% means no effect; nearly all actives have a fitted effect of over 65% in size
#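 HeLa cells stably expressing A3F-eYFP plus Vif, plated and incubated overnight at 37 deg C, then exposed to compounds overnight at 37 deg C. Blocked degradation read as raised yellow fluorescence (Ex 488/Em 500-530).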
# * hit, by the source's call; ? = inconclusive; . = no result given; & = joins results of further samples; [ ] = remark or other dose. The call rests on the fitted dose curve; in most records, active means well fitted curve in the direction sought with a large enough effect; inconclusive means small, poorly fitted or top-dose-only effect, or another doubt; inactive means no such curve, though single readings can be large; an effect the other way counts as inactive or inconclusive. Potency means the concentration at half of the fitted maximal effect. The list is partial (hit frequency here may not be typical).
No. | smiles | Vif-APOBEC3G blk | rTrxR1 inhibitor | RGS4 inhibitor | mIDH1 inhibitor | TrxR1 substrate | RXFP1 ag | USP1-UAF1 inh | ALOX12 inh | Vif-A3F inh
1 | COc1cc2c(c(OC)c1OC)-c1c(cc3c(c1OC)OCO3)[C@@H](OC(C)=O)[C@H](C)[C@H](C)C2 | -1% | 7% | -1% | 30% | 0% | 3.3% | -32% | 24% | 3%
2 | O=C(CC1N=C2c3ccccc3N=C(SCc3ccc(F)cc3)N2C1=O)NC1CCCCC1 (configuration not stated) | -1% | 12%[57.1 µM] | -5% | -7% | 6%[57.1 µM] | 10% | -17% | -8% | -2%
3 | COc1ccc(CCNc2nc(SCc3ccccc3Cl)nc3ccccc23)cc1OC | 2% | 14%[57.1 µM] | 7% | -24% | 2%[57.1 µM] | 3.6% | -29% | -10% | -8%
4 | CC1(C)Cc2c(sc(NC(=S)NC(=O)c3ccccc3)c2C(=O)O)CO1 | -4% | -5% | -28% | 13% | -1% | 18% | -6% | 28µM* | -6%
5 | CC(=O)Nc1ccc(C(=O)O)cc1 | 3% | 16% | -12% | -5% | 6% | . | ? | 16% | 2%
6 | Cn1c(=O)c2c(ncn2CC2OCCO2)n(C)c1=O | -1% | 7% | -30% | 12% | 1% | 6.7% | -15% | -5% | -24%
7 | CCOc1ccc(C(=O)OCCN(CC)CC)cc1 | 0% | 11%[57.1 µM] | -5% | 0% | 6%[57.1 µM] | -0.1% | -23% | ? | 6%
8 | CCN(CC)CCOC(=O)C1(c2ccccc2)CCCC1 | 0% | 22% | -10% | 3% | 0% | -0.2% | -23% | ? | 4%
9 | CC(=O)c1ccc(S(=O)(=O)NC(=O)NC2CCCCC2)cc1 | -3% | 17%[57.1 µM] | -5%[56.9 µM] | 0% | 1%[57.1 µM] | 0.3% | 12% | 3% | -2%
10 | COc1ccc(C(=O)CC(=O)c2ccc(C(C)(C)C)cc2)cc1 | 1% | 30% | -2% | -9% | 0% | . | -26% | 10%&-4% | 0%
11 | C[C@@H](N)C1CCC(C(=O)Nc2ccncc2)CC1 (some centres not stated) | . | ? | 0%[56.9 µM] | . | -3%[57.1 µM] | . | . | ? | .
12 | O=S(=O)(c1cccc2cnccc12)N1CCCNCC1 | 4%&2% | -15%&-5% | -4% | 0% | 3%&0% | 2.9% | -3% | ? | 6%
13 | CCCNC(C)C(=O)Nc1c(C)csc1C(=O)OC (configuration not stated) | -1% | 17% | -9% | 1% | 6% | -0.7% | -22% | -1% | 8%
14 | CCOc1ccc(NC(=O)Cn2cc(C(=O)c3ccco3)c3ccccc32)cc1 | -7%&-1% | 19% | -8%&-15% | -3%&-2% | 2%&11% | 1.2%&-0.4% | -14%&-12% | -20%&-3% | 4%&-6%
15 | CCc1cc(=O)oc2c(CNC(Cc3ccccc3)C(=O)O)c(O)ccc12 (configuration not stated) | 0% | -23% | -37%[56.9 µM] | -5% | 100%[activator] | 5.1% | -13% | -9% | 7%
16 | Cc1cc(Nc2cc(N3CCN(C)CC3)nc(Sc3ccc(NC(=O)C4CC4)cc3)n2)n[nH]1 | -6% | -3%[57.1 µM] | 2% | . | -2%[57.1 µM] | . | . | 5% | 7%

# Part of the list above in order of SMILES length, rising.
No. | smiles | Vif-APOBEC3G blk | rTrxR1 inhibitor | RGS4 inhibitor | mIDH1 inhibitor | TrxR1 substrate | RXFP1 ag | USP1-UAF1 inh | ALOX12 inh | Vif-A3F inh
5 | CC(=O)Nc1ccc(C(=O)O)cc1 | 3% | 16% | -12% | -5% | 6% | . | ? | 16% | 2%
7 | CCOc1ccc(C(=O)OCCN(CC)CC)cc1 | 0% | 11%[57.1 µM] | -5% | 0% | 6%[57.1 µM] | -0.1% | -23% | ? | 6%
13 | CCCNC(C)C(=O)Nc1c(C)csc1C(=O)OC (configuration not stated) | -1% | 17% | -9% | 1% | 6% | -0.7% | -22% | -1% | 8%
8 | CCN(CC)CCOC(=O)C1(c2ccccc2)CCCC1 | 0% | 22% | -10% | 3% | 0% | -0.2% | -23% | ? | 4%
6 | Cn1c(=O)c2c(ncn2CC2OCCO2)n(C)c1=O | -1% | 7% | -30% | 12% | 1% | 6.7% | -15% | -5% | -24%
11 | C[C@@H](N)C1CCC(C(=O)Nc2ccncc2)CC1 (some centres not stated) | . | ? | 0%[56.9 µM] | . | -3%[57.1 µM] | . | . | ? | .
9 | CC(=O)c1ccc(S(=O)(=O)NC(=O)NC2CCCCC2)cc1 | -3% | 17%[57.1 µM] | -5%[56.9 µM] | 0% | 1%[57.1 µM] | 0.3% | 12% | 3% | -2%
10 | COc1ccc(C(=O)CC(=O)c2ccc(C(C)(C)C)cc2)cc1 | 1% | 30% | -2% | -9% | 0% | . | -26% | 10%&-4% | 0%
15 | CCc1cc(=O)oc2c(CNC(Cc3ccccc3)C(=O)O)c(O)ccc12 (configuration not stated) | 0% | -23% | -37%[56.9 µM] | -5% | 100%[activator] | 5.1% | -13% | -9% | 7%
14 | CCOc1ccc(NC(=O)Cn2cc(C(=O)c3ccco3)c3ccccc32)cc1 | -7%&-1% | 19% | -8%&-15% | -3%&-2% | 2%&11% | 1.2%&-0.4% | -14%&-12% | -20%&-3% | 4%&-6%
16 | Cc1cc(Nc2cc(N3CCN(C)CC3)nc(Sc3ccc(NC(=O)C4CC4)cc3)n2)n[nH]1 | -6% | -3%[57.1 µM] | 2% | . | -2%[57.1 µM] | . | . | 5% | 7%

# Additional structures
No. | smiles | Vif-APOBEC3G blk | rTrxR1 inhibitor | RGS4 inhibitor | mIDH1 inhibitor | TrxR1 substrate | RXFP1 ag | USP1-UAF1 inh | ALOX12 inh | Vif-A3F inh
17 | OCCN1CCN(CCCN2c3ccccc3Sc3ccc(Cl)cc32)CC1 | -3% | 6%[57.1 µM] | ? | 8% | 4%[57.1 µM] | -1.6% | -28% | ? | 3%
18 | C=CC1=C(C(=O)O)N2C(=O)[C@@H](NC(=O)/C(=N\O)c3csc(N)n3)[C@H]2SC1 (stereo in doubt) | 1% | 0% | 10% | 1% | -4% | . | 13% | -1% | 0%
19 | CN(C(=O)CCCOc1ccc2[nH]c(=O)ccc2c1)C1CCCCC1 | . | 6%[57.1 µM] | -8%[56.9 µM] | . | 28%[57.1 µM] | . | . | -11%[22.9 µM] | .
20 | CCCCCCCCCCCCCCC[C@H](O)[C@H](N)CO | -1% | 3%[57.1 µM] | 11%[56.9 µM] | . | 3%[57.1 µM] | . | . | -3% | .
21 | CCN(CC)CCn1c(=O)c(Cc2ccc(OC)cc2)nc2ccccc21 | . | 12%[57.1 µM] | 6%[56.9 µM] | . | 6%[57.1 µM] | . | . | ? | .
22 | O=C(NCCc1c[nH]c2ccccc12)c1cccnc1 | -3% | 6% | -13% | -1% | 0% | 4.1% | -9% | 13% | 2%
23 | C[C@]12CCC(=O)C=C1CC[C@@H]1[C@@H]2CC[C@@]2(C)[C@H]1CC[C@]2(O)C(=O)CO | 1% | 17%[57.1 µM] | -16%[56.9 µM] | 9% | 8%[57.1 µM] | 1.3% | -30% | 14% | -2%
24 | COc1cc(C(c2c(C)[nH][nH]c2=O)c2c(C)[nH][nH]c2=O)ccc1OC(=O)c1ccccc1F | 2% | -2% | -36% | 32% | 4% | 2.6% | -21% | ? | -1%
25 | CCN1CCN(CCCNC(=O)c2cc3c(s2)-c2c(C)cccc2OC3)CC1 | ? | ? | -5% | 22% | 668%[activator] | 7.8% | -12% | -1% | -1%

# High-throughput results deposited in PubChem BioAssay by National Center for Advancing Translational Sciences (NCATS).
